Screening data from PubChem.
KCNQ1 act – human KCNQ1 channel potentiation or activation; P51787; CHO-K1 KCNQ1, thallium flux FluxOR fluorescence; hits give high values; B-score at 10 µM; actives 0.35% (n = 310,000); AID 2648;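 active means fluorescence ratio B-score, a plate-corrected score, at least three library SD, with initial intensity B-score within 5 SD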
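Assay system: CHO-K1 cells stably expressing KCNQ1. Medium: assay buffer for compound exposure, DMSO matched across wells. Timing: 37 °C overnight plating, 90-min dark dye load, 20-min compound pretreatment. Signal: kinetic FluxOR fluorescence, 10 s baseline plus 110 s post-stimulus.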
KCNQ1 block – inhibitors of human KCNQ1 potassium channel; actives 1.3% (n = 310,000); B-score at 10 µM; AID 2642; CHO-K1 KCNQ1, FluxOR thallium flux fluorescence; hits give high values; P51787;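 active means compounds whose thallium flux B-score, printed positive for inhibition, exceeds three library SD while starting fluorescence stays within three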;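 further: channel opened by potassium depolarization with thallium stimulus after 20 min compound exposure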
PolyA inhibitor – blocks polyadenylation in yeast reporter cells | calls only at 12 µM | AID 1875 | actives 0.02% (n = 300,000) | S. cerevisiae SKY197-pL101 polyadenylation reporter, beta-gal luminescence; efflux-impaired pdr1/pdr3 knockout yeast; score 100 = 6 SD above DMSO;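 active means lowest replicate activity score at least 50, where 100 means six control SD above control mean; inconclusive means lowest score under 50 but half or more replicates reach 50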;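 further: yeast exposed to compound for 9 h at 30 °C; higher score means more reporter readthrough which indicates perturbed polyadenylation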
KCNK3 inh – human KCNK3 channel inhibition, primary screen; B-score at 10 µM; O14649; CHO-KCNK3 thallium flux, FluxOR fluorescence; hits give low values; actives 0.84% (n = 340,000); AID 602410;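 active means B-score under library mean minus 4 SD, starting fluorescence ratio at most library mean plus 5 SD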;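 further: more negative B-score means stronger inhibition of thallium flux through KCNK3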
Dyrk1A ADPGlo – Dyrk1A (rat) kinase inhibition; inhibition, % at 12.5 µM; AID 504441; actives 0.43% (n = 310,000); ADP-Glo luminescence, NFATc1 peptide; in the data active means inhibition above about 50%;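 further: plate controls were vehicle with enzyme for no effect and no enzyme for full effect; many of its hits are not listed in these tables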
GSK3 alpha inh – inhibitors of human GSK-3 alpha kinase. P49840. ADP-Glo luminescence, 60 min. inhibition, % at 10 µM. actives 0.1% (n = 320,000);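 in the data active means inhibition above about 50%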;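 further: GST-tagged GSK-3 alpha with peptide substrate and 25 µM ATP; 0% = DMSO neutral wells and 100% = GW8510 positive control wells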
Target sequence (P49840 whole entry, looked up): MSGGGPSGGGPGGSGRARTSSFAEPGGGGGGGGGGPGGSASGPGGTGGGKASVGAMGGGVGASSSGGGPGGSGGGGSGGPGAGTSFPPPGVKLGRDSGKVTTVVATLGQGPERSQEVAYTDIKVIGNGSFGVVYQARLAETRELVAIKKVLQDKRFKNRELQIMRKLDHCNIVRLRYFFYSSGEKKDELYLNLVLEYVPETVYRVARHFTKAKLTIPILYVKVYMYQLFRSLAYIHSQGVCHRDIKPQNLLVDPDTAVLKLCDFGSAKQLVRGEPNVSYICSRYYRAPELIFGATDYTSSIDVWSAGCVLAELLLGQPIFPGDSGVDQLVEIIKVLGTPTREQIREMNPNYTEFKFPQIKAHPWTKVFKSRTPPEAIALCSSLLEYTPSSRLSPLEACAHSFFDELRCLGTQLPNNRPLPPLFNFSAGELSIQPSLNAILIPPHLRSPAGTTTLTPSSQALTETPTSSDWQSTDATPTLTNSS
RGS4 act – RGS4 potentiation or activation | HEK293 M3R/inducible RGS4, carbachol calcium flux Fluo4; hits give low values | B-score at 10 µM | actives 0.92% (n = 310,000) | AID 463111;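 active means B-score of the integrated calcium signal more than 4 SD below the library mean, with starting fluorescence not abnormally high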;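 further: negative B-score means reduced calcium response which marks RGS4 activation or potentiation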
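System – HEK293 FlpIn-TREx cells, stable M3R, doxycycline-inducible RGS4 · Reagent – ECmax carbachol challenge · Times – compound preincubation 20 min at room temperature before agonist · Technique – Fluo4 fluorescence kinetic imaging of calcium · Measure – B score of integrated Fluo4 ratio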
KCNK9 inh – blocks the human KCNK9 two-pore domain potassium channel; B-score at 10 µM; actives 1.2% (n = 310,000); Q9NPC2; AID 488922; HEK293 KCNK9, FluxOR thallium flux fluorescence; hits give low values;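 active means ratio B-score over 3 SD below the library mean, with starting fluorescence within 5 SD of its mean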;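 further: negative B-score means less thallium flux so channel inhibition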
HDAC3 inh – blocks human histone deacetylase 3; O15379; recombinant HDAC3, fluorogenic peptide/trypsin coupled, fluorescence; inhibition, % at 8.3 µM; actives 0.15% (n = 320,000); AID 2718; in the data active means inhibition above about 26%, passing the limit was not always enough; inconclusive means no clear call, values can overlap the other calls
hERG protect – compounds protecting human hERG from proarrhythmic drug block; CHO-hERG, FluxOR thallium flux, dofetilide IC70 present; activation (rescue from dofetilide block), less the hit threshold, % at 10 µM; actives 0.51% (n = 310,000); AID 1511;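 active means activation above the mean of controls blocked by dofetilide plus 5 SD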;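 further: thallium influx through hERG after potassium depolarization seen as dye fluorescence rise; in these data hits start at about 4.7%; inactives centre near -7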
GSK3beta inhib – inhibitors of human GSK3beta kinase | P49841 | GST-GSK3beta kinase, ADP-Glo luminescence, 60 min; hits give low values | activity score (negative = inhibition), % at 10 µM | actives 0.038% (n = 300,000);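 active means more than half of replicate wells score below -50%, meaning over 50% inhibition versus plate controls; inconclusive means some replicates but at most half score below -50%; inactive means no replicate scores below -50%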;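 further: 0% = median DMSO wells and -100% = median GW8510 positive control wells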
Target sequence (P49841 whole entry, looked up): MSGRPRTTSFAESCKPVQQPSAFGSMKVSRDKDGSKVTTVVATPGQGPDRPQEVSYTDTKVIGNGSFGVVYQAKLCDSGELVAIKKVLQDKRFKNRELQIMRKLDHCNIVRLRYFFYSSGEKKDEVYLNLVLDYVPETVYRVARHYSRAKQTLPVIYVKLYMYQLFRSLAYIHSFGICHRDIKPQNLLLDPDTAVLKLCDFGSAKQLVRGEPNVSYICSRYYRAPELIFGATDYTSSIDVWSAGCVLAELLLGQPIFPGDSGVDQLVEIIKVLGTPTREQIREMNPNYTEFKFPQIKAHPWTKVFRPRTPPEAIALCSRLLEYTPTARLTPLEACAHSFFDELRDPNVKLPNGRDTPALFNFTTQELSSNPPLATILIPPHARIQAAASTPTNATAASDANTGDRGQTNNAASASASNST
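Test system: GST-fused GSK3beta enzyme, cell-free | Quantity: 1.6 ng GST-GSK3beta enzyme per well | Reagent: 25 µM ATP with peptide substrate | Schedule: 60 min enzyme reaction, room temperature | Signal: Luminescent ADP-Glo measurement of ADP formed | Read-out basis: Score relative to plate controls | Control set: DMSO and 20 µM GW8510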
* hit, by the source's call; i = inactive; ? = inconclusive; . = not tested or not shown.

SMILES | KCNQ1 act | KCNQ1 block | PolyA inhibitor | KCNK3 inh | Dyrk1A ADPGlo | GSK3 alpha inh | RGS4 act | KCNK9 inh | HDAC3 inh | hERG protect | GSK3beta inhib
COc1ccc(C(=O)N(C)C2CCCN(Cc3ccccc3F)C2)cc1OC (stereo unspecified) | i | i | i | i | -2 | -1 | i | i | 4 | -3 | 1
O=C(CNC(=O)c1ccc(Cl)c([N+](=O)[O-])c1)OC1CCCCC1=O (stereo unspecified) | i | i | i | i | 14 | -1 | i | i | 7 | -8 | 3
COc1ccc(Nc2ccc(C(=O)O)cc2[N+](=O)[O-])cc1 | i | i | i | i | -6 | -4 | i | i | 6 | -2 | 3
CC(NC(=O)C1CCN(S(=O)(=O)c2ccccc2)CC1)c1ccccc1 (stereo unspecified) | i | i | i | i | -1 | 2 | i | i | -3 | -13 | -1
COc1ccc(CCN2C(=O)c3ccncc3C2=O)cc1OC | i | i | i | i | -4 | -3 | i | i | -5 | -8 | 1
O=C(O)CS(=O)(=O)c1ccc(C(F)(F)F)cn1 | i | i | i | i | 0 | 1 | i | i | -1 | -5 | 3
CCN(CC(=O)Nc1ccccc1C(F)(F)F)C(=O)/C=C/c1ccc(Cl)c([N+](=O)[O-])c1 | i | i | i | i | 4 | 1 | i | i | -2 | -13 | 1
CC(C)CCSc1nnc(Cn2c(=O)sc3ccccc32)n1C | i | i | i | i | 7 | -3 | i | i | 4 | -5 | -1
O=C(CCC(=O)c1ccc(Oc2ccccc2)cc1)Nc1ccc(C(=O)O)cc1 | i | i | i | i | . | -5 | i | i | 6 | -9 | 4
CC(=O)Nc1sc(C)c(C)c1CN1CCN(Cc2ccccc2)CC1 | i | i | i | i | 2 | 1 | i | i | -3 | -10 | 3
COc1ccc(OC)c(CNC(=O)C2CCC(=O)N(CCCN3CCCC3=O)C2)c1 (stereo unspecified) | i | i | i | i | . | . | i | i | -3 | -7 | 0
CCN1CCC(CNCc2cn(-c3ccc(OC)cc3)nc2-c2ccccc2Cl)C1 (stereo unspecified) | i | i | i | i | -1 | -3 | i | i | 2 | -4 | 3
COc1ccccc1N1CCN(S(=O)(=O)c2ccc3c4c(cccc24)C(=O)N3)CC1 | i | i | i | i | 4 | -1 | i | i | -4 | 2 | -4
O=C(Nc1ccc2c(c1)OCO2)c1ccc(Cl)cc1Cl | i | i | i | i | 13 | -4 | i | i | 3 | -4 | -3
COc1cccc(NS(=O)(=O)NC(=O)c2c[nH]c3ccccc23)c1 | i | i | i | i | -1 | -2 | i | i | -5 | -13 | -2
CC1CCCN(CCCN2C(=O)C3C(C(=O)Nc4ccc(Cl)cc4)C4C=CC3(O4)C2C(=O)NC2CCCCC2)C1 (stereo unspecified) | i | i | i | i | 3 | 0 | i | i | -2 | -9 | .
Cn1ncc2c(Nc3ccc(Cl)c(Cl)c3)ncnc21 | i | i | . | i | 3 | 0 | i | i | 5 | -1 | 2
O=C(NC1CCCCC1)c1ccccc1NC(=S)NC(=O)C1CC1 | i | i | i | i | 0 | 1 | i | i | 1 | -6 | -21
CN1CCC(OC(=O)c2ccco2)CC1 | i | i | i | i | . | -1 | i | i | 1 | -7 | 0
CN(CC(=O)NCCN1CCOCC1)S(=O)(=O)c1ccc(F)cc1 | i | i | i | i | 0 | 0 | i | i | 1 | -5 | 2
N[C@@H](Cc1ccccc1)C(=O)N1CCOCC1 | i | i | i | i | -3 | -1 | i | i | 0 | -1 | 0
O=C(Nc1ccc(-c2nc3ccccc3o2)cc1)c1ccc(N2CCOCC2)c([N+](=O)[O-])c1 | i | i | i | i | . | -3 | i | i | 1 | -42 | -27
Cc1ccccc1N(C(=O)c1snc(C(N)=O)c1N)C(C(=O)NCc1ccccc1)c1ccc(O)cc1 (stereo unspecified) | i | i | i | i | 7 | -1 | i | i | -4 | -16 | 1
CCO/N=C(/C)c1c(O)cc(-c2ccccc2)n(-c2ccccc2)c1=O | i | i | i | i | -7 | -5 | i | i | 1 | -3 | 3
Cc1cc(/C=C2\SC(=S)N(C)C2=O)c(C)n1-c1ccc(O)cc1 | i | 6* | i | i | -5 | 0 | i | i | 13 | -13 | -1
Clc1ccc(-c2n[nH]c3c2CCC3)cc1Cl | i | i | i | i | 17 | -2 | i | i | 5 | -12 | -1
CCOC(=O)c1c(S(=O)(=O)NC2CCN(C(=O)OCC)CC2)c(C)n(C)c1C | i | i | i | i | -3 | . | i | i | -10 | -11 | -4
COc1ccc(-c2cc3nc4n(c(=O)c3s2)CCCCC4)cc1 | i | i | i | i | -2 | -2 | i | i | -166 | -3 | -1
C=CCN1C(c2ccc(OCC)cc2)=CS/C1=C(\C#N)c1nnc2n1CCCCC2 | i | i | i | i | 2 | -2 | i | i | 2 | -6 | -1
COC(=O)c1sccc1NC(=O)/C=C/c1c(Cl)cccc1Cl | i | i | i | i | 1 | 0 | i | i | 3 | -4 | 1
O=C(CSc1nc2ccccc2c(=O)[nH]1)Nc1ccccc1C(F)(F)F | i | i | i | i | -2 | 5 | i | i | 2 | -2 | 1
c1ccc(CSc2nnnn2-c2ccc3c(c2)OCCO3)nc1 | i | i | i | i | 7 | -4 | i | i | 4 | 0 | 0
COc1ccc(CNC(=O)C(c2ccco2)N(C(=O)c2snc(C(N)=O)c2N)c2ccccc2OC)cc1 (stereo unspecified) | i | i | i | i | -6 | -1 | i | i | -5 | -5 | -1
O=C(NCCc1nc2ccccc2[nH]1)c1ccc(Br)o1 | i | i | . | i | -6 | -1 | i | i | 1 | -13 | .
Cc1ccnc2nc(C(=O)Nc3nnc(-c4ccc(Cl)cc4)o3)nn12 | i | i | i | i | . | 0 | i | i | -4 | -4 | -3
CC(O)c1cc2c(cc1NC(=O)c1cnn3c1NC(c1ccco1)CC3C(F)(F)F)OCO2 (stereo unspecified) | i | i | i | i | 3 | -1 | i | i | 2 | -2 | -1
O=C(Cn1ccc2ccccc2c1=O)N1CCN(c2cccc(Cl)c2)CC1 | i | i | i | i | -9 | -2 | i | i | -3 | -6 | 0
CCC(=O)N1CCc2cc(S(=O)(=O)NC(Cc3ccccc3)C(=O)O)ccc21 (stereo unspecified) | i | i | i | i | 2 | -3 | i | i | 1 | -3 | -1
CCCN(CCC)CCCNC(=O)c1cn(-c2ccc(OC)cc2)c(=O)c2ccccc12 | i | i | i | i | 4 | -1 | i | i | -4 | -5 | 0
CCOC(=O)CN1C(=O)N[C@@H](c2ccccc2)[C@H](C(C)=O)[C@H]1C | i | i | i | i | 10 | -2 | i | i | -4 | -6 | -4
Nc1nnn(-c2ccccc2)c1-c1ccccc1 | i | i | i | i | 6 | -3 | i | i | -4 | -10 | 2
COc1ccc(CC(=O)NCc2n[nH]c(=S)n2-c2ccccc2)cc1 | i | i | i | i | -11 | 1 | i | i | 1 | -19 | 0
CCOC(=O)CNC(=O)CSc1nnc(-c2cccc(OC)c2)n1CC | i | i | i | i | 0 | -1 | i | i | 2 | -6 | 3
CC(C)OC(=O)/C(C#N)=C/c1cn(C)c2ccccc12 | i | i | i | i | -1 | -4 | i | i | -1 | -10 | -1
Cc1nn(-c2ccc(N3CCCCC3)nn2)c(C)c1CCC(=O)Nc1cccc(F)c1 | i | i | i | i | -4 | 0 | i | i | ? | -18 | 6
O=C(O)CCC(=O)N1CCCC1 | i | i | i | i | -3 | -2 | i | i | . | -1 | 0
CN(C)C(=O)/C(=C\c1ccc(-c2cccc([N+](=O)[O-])c2)o1)NC(=O)c1ccccc1 | i | i | i | i | 13 | 4 | i | i | 9 | -3 | 3
O=C1CCN(C(=O)Nc2ccccc2Cl)N1 | i | i | i | i | 0 | -1 | i | i | 3 | -3 | 4

Reformatted with two lines to a compound: part of the list above.
Every second line gives: KCNQ1 act, KCNQ1 block, PolyA inhibitor, KCNK3 inh, Dyrk1A ADPGlo, GSK3 alpha inh, RGS4 act, KCNK9 inh, HDAC3 inh, hERG protect, GSK3beta inhib
> CCCN(CCC)CCCNC(=O)c1cn(-c2ccc(OC)cc2)c(=O)c2ccccc12
→ i, i, i, i, 4, -1, i, i, -4, -5, 0
> CCOC(=O)CN1C(=O)N[C@@H](c2ccccc2)[C@H](C(C)=O)[C@H]1C
→ i, i, i, i, 10, -2, i, i, -4, -6, -4
> Nc1nnn(-c2ccccc2)c1-c1ccccc1
→ i, i, i, i, 6, -3, i, i, -4, -10, 2
> COc1ccc(CC(=O)NCc2n[nH]c(=S)n2-c2ccccc2)cc1
→ i, i, i, i, -11, 1, i, i, 1, -19, 0
> CCOC(=O)CNC(=O)CSc1nnc(-c2cccc(OC)c2)n1CC
→ i, i, i, i, 0, -1, i, i, 2, -6, 3

Other results.
SMILES | KCNQ1 act | KCNQ1 block | PolyA inhibitor | KCNK3 inh | Dyrk1A ADPGlo | GSK3 alpha inh | RGS4 act | KCNK9 inh | HDAC3 inh | hERG protect | GSK3beta inhib
O=C(O)c1ccc2c(c1)C(=O)N(NC(=O)c1ccc(O)cc1)C2=O | i | i | i | i | -2 | 0 | i | i | -6 | -6 | 5
CCCOC(=O)c1ccc(NC(=O)C(=O)NCCN(CC)CC)cc1 | i | i | i | i | -3 | -2 | i | i | 1 | -12 | 4
COCCNC(=O)CCC1CCN(Cc2cccc(-c3ccc(C)o3)c2)CC1 | i | i | i | i | . | 2 | i | i | 3 | -5 | -4
Cc1ccc(-c2nnc(/C=C/c3ccccc3)o2)cc1 | i | i | i | i | -8 | -1 | i | i | -1 | -10 | -1
CN(CCO)c1ncnc2c1sc1nc(N3CCOCC3)c3c(c12)CCC3 | i | i | i | i | . | 30 | i | i | -4 | -4 | 2
CC(NC(=O)C1C(=O)N(CCO)C2(C)CC1c1ccccc1O2)c1ccccc1 (stereo unspecified) | i | i | i | i | -8 | 2 | i | i | 2 | -18 | 1

Only part of the results is shown, so the mix of outcomes need not match the whole.
